Source: PubChem BioAssay
POLB inh – qHTS Assay for Inhibitors of DNA Polymerase Beta | Pol beta primer extension/strand displacement, fluorescence kinetic | actives 1.3% (n = 340,000) | AID 485314, 2010 | P06746 | Potency, µM (titrated, usually from 114 µM), for inactives: at the highest dose activity change, negative = inhibition, actives largely listed as inhibitors; note: potency is the fitted concentration of half-maximal effect; % is set by controls: 0 for no effect and ±100 for the full control effect
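10 nM enzyme + cpd, 15 min RT; start with substrate 50 nM final; read 0 min and after 10 min RT. Corrected, normalized data; 4-parameter Hill curve fit.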
APEX1 inh – qHTS Assay for Inhibitors of the Human Apurinic/apyrimidinic Endonuclease 1 (APE1). actives 0.35% (n = 350,000). Potency, µM (titrated, usually from 65.8 µM), without a hit: top-dose activity change, negative = inhibition, actives largely listed as inhibitors. recombinant APE1, TAMRA/BHQ-2 abasic DNA cleavage fluorescence. DNA repair nuclease/redox regulator APEX1 (Homo sapiens), P27695;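 note: potency is the fitted concentration of half-maximal effect; plate controls were vehicle for no effect and reference inhibitor for full effect; nearly all actives have a fitted effect of over 55% in size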
Target sequence (P27695 whole entry, looked up): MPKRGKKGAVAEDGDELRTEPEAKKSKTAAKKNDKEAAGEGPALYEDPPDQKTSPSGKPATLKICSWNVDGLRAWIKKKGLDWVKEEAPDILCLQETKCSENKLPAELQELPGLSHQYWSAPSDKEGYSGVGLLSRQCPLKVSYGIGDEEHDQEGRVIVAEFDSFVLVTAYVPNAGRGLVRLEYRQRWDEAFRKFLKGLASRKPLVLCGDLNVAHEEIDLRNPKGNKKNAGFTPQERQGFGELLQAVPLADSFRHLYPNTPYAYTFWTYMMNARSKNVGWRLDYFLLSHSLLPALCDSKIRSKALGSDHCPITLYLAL
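0.75 nM APE1 + cpd, 15 min RT; start w/ 50 nM TAMRA/BHQ-2 THF-abasic dsDNA; kinetic fluor 525/598 nm ×3 reads @60 s; Δ(read3−read1); normalized to DMSO and NSC13755 control wells.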
Apoferritin bind – qHTS Assay for Identification of Novel General Anesthetics | apoferritin/1-aminoanthracene competitive binding, fluorescence | Potency, µM (doses to about 77.5 µM), without a hit: top-dose activity change, negative = displacement, hits mostly inhibitors | actives 0.074% (n = 350,000); note: potency is the fitted concentration of half-maximal effect; % is set by controls: 0 for no effect and ±100 for the full control effect; nearly all actives have a fitted effect of over 20% in size
Target sequence (P02791 2-175 limits assumed): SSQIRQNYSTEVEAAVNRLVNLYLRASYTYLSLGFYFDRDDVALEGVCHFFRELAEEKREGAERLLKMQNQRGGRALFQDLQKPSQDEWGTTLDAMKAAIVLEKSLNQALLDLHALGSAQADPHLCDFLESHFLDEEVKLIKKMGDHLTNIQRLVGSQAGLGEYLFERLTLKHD
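Concentration-response curves derived by four-parameter Hill fitting of normalized fluorescence, where compounds displaced 1-AMA from 10 uM horse apoferritin following a brief 10 min room-temperature incubation; propofol titration acted as positive control.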
LDHA inh – qHTS assay for inhibitors of human lactate dehydrogenase; activity change, % (values are at about 110 or 230 µM); purified LDHA, NADH/diaphorase-resazurin fluorescence; hits give low values; actives 0.15% (n = 480,000); in the data active = activity change below about -30%; inconclusive = mostly about -25% to -30%;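 note: plate controls were DMSO wells for no effect and wells without enzyme for full effect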
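LDH5 2 nM; NADH 0.06 mM, pyruvate 0.2 mM; 200 mM Tris pH 7.4, EDTA, Tween-20; 5 min RT. Detection: diaphorase 0.133 mg/mL + resazurin 37 µM, fluorescence ex540/em590 at 0 and 20 min; normalized to enzyme-free and DMSO wells.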
Pol eta inh – qHTS for Inhibitors of Polymerase Eta; DNA polymerase eta (Homo sapiens), Q9Y253; recombinant Pol eta, fluorescent DNA replication assay; Potency, µM (highest dose often 114 µM), without a hit: top-dose activity change, negative = inhibition, most hits filed as inhibitors; actives 1.2% (n = 390,000); AID 588591, 2011; note: potency is the fitted concentration of half-maximal effect; % is set by controls: 0 for no effect and ±100 for the full control effect
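Pol eta (10 nM) was preincubated with compounds for 15 min at room temperature, after which fluorescent replication substrate (50 nM final) was added to start the reaction. Fluorescence was read kinetically at 0 and 10 min.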
ERG Ets-DNA blk – qHTS for Small Molecule Inhibitors of the ERG Ets/DNA interaction. Transcriptional regulator ERG (Homo sapiens), P11308. fluorescence polarization, His-ERG Ets domain / labelled DNA. Potency, µM (highest dose often 76.9 µM), for the others: at the top dose FP activity, negative = inhibition, most hits filed as inhibitors. actives 0.028% (n = 370,000). AID 624246, 2012; active = well fitted inhibition curve with a large enough effect in the polarisation, with a control signal flat; inconclusive = small, poorly fitted or top-dose-only effect, or effect the other way, or a change in a side signal; inactive = no such curve, though single readings can be large or run the other way; the % refers to the polarisation;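 note: polarization taken with two DNA probes labelled with fluorescein and Texas red; potency is the fitted concentration of half-maximal effect; % of control where 0% means no effect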
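His-tagged ERG Ets domain (1 uM in the protein solution; 300mM KCl, 50mM Tris-HCl, 1mM EDTA, 1mM DTT, pH 7.5) received compound, then a probe mix of 5 nM fluorescein-DNA and 100nM Texas-615-DNA. Fluorescence polarization was read for both dyes.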
RGS4 inh – Inhibitors of Regulator of G Protein Signaling (RGS) 4: qHTS. Regulator of G-protein signaling 4 (Homo sapiens), P49798. Transcreener GDP fluorescence polarization, RGS4-accelerated GTP hydrolysis. Potency, µM (highest dose often 114 µM), inactives show at the highest dose activity change, negative = inhibition, actives largely listed as inhibitors. actives 0.039% (n = 390,000). AID 504845, 2011; note: potency is the fitted concentration of half-maximal effect; % is set by controls: 0 for no effect and ±100 for the full control effect; nearly all actives have a fitted effect of over 75% in size; some results filed as inactive show a strong effect at the top dose
Target sequence (P49798 whole entry, looked up): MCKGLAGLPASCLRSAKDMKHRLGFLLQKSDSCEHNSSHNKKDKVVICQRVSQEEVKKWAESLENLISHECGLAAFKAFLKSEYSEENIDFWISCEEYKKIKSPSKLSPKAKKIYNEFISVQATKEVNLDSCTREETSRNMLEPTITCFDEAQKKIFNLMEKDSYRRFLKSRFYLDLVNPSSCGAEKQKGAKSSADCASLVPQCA
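MLSMR compounds (23 nl, pin-transferred) preincubated 10 min at room temperature with a 500nM (2x) first reagent, then RGS4 at 900nM (2x) plus Transcreener GDP mix added; fluorescence polarization (620/688 nm) read before and after 90 min at 30 °C.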
12-LOX inh – Primary qHTS assay for inhibitors of human arachidonate 12S-lipoxygenase (ALOX12): Round 2. Polyunsaturated fatty acid lipoxygenase ALOX12 (Homo sapiens), P18054. purified 12hLO, xylenol orange hydroperoxide absorbance. Potency, µM (titrated, usually from 108 µM), for the others: at the highest dose activity change, negative = inhibition, usual class: inhibitors. actives 1.1% (n = 580,000); note: potency is the fitted concentration of half-maximal effect; % is set by controls: 0 for no effect and ±100 for the full control effect
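Purified human 12hLO (150 nM final) in 25 mM Hepes, 0.01% Triton X-100, pH 7.0 was preincubated 15 min at room temperature with compound. Then 40 uM arachidonic acid was added, 30 min. Hydroperoxide was read by Fe-XO absorbance ratio 573/405 nm.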
Pol kappa inh – qHTS for Inhibitors of Polymerase Kappa. purified Pol kappa, fluorescent DNA synthesis assay, 10 min. Potency, µM (titrated, usually from 107 µM), inactives show at the highest dose activity, negative = inhibition, usual class: inhibitors. actives 0.53% (n = 400,000). AID 588579, 2011; note: potency is the fitted concentration of half-maximal effect; % is set by controls: 0 for no effect and ±100 for the full control effect
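Enzyme at 10 nM met test compounds for 15 min at room temperature. Substrate addition (50 nM final) began the reaction, which was monitored by fluorescence at 0 and 10 min.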
* = called active by the depositor; u = inconclusive; x = not tested or not shown; [ ] = remark or other dose. Unless noted, calls come from the whole dose curve; as a rule, active = well fitted curve in the direction sought with a large enough effect; inconclusive = small, poorly fitted or top-dose-only effect, or another doubt; inactive = no such curve, though single readings can be large; an effect the other way counts as inactive or inconclusive.

| compound | POLB inh | APEX1 inh | Apoferritin bind | LDHA inh | Pol eta inh | ERG Ets-DNA blk | RGS4 inh | 12-LOX inh | Pol kappa inh |
| --- | --- | --- | --- | --- | --- | --- | --- | --- | --- |
| C=CC[C@H](CC(=O)N(CCO)Cc1ccccc1)C(=O)N[C@@H](COC(=O)[C@@H](CC=C)Cc1ccc(F)cc1)Cc1c[nH]c2ccccc12 | x | -12.1% | x | 0.9 | -11.1% | 9.9% | -8.7% | u | -12.7% |
| O=C(O)C1CC=CCC1C(=O)Nc1ccc(N2CCN(Cc3ccccc3)CC2)cc1 (centres undefined) | 1.9% | 4.8% | 1.6% | 2.9 | -14.2% | -5.6% | 16.7% | 11.3% | -4.5% |
| COc1ccccc1N1CCN(Cc2ccc(Br)o2)CC1 | -10.9% | -2.9% | 6.8% | u | 0.4% | -11.1% | 38.3% | u | -4.3% |
| NS(=O)(=O)c1ccc(NC(=O)c2cccc(Cl)c2)cc1 | 0.5% | 1.1% | 4.5% | -11.2 | -0.9% | -6.4% | 10.9% | -16.4% | -4.4% |
| CC(=O)NN1C(=O)c2ccc(Oc3ccc([N+](=O)[O-])cc3)cc2C1=O | 17.2% | 0.3% | -10.8% | 2.2 | 0.6% | x | 15.0% | 24.3% | -14.8% |
| COc1cccc(NC(=O)/C(C#N)=C/c2ccc(-c3ccc(C)cc3)o2)c1 | 0.7% | x | -14.3% | -7.6 | -16.7% | -13.3% | 3.9% | -17.9% | -0.7% |
| CC(CC(C)C(=O)Nc1ccccc1C(C)(C)C)C(=O)O (centres undefined) | 30.0% | -0.7% | -4.5% | -7.1 | 3.5% | 1.7% | -10.0% | 150.9%[activator] | -0.9% |
| Cc1ccc(-n2c(N)c(S(=O)(=O)c3ccccc3)c3nc4ccccc4nc32)cc1 | 2.0% | 5.3% | 5.1% | -5.1 | -16.4% | -6.6% | -22.1% | -18.9% | -0.9% |
| Cc1nn(-c2ccccc2)c2c1N(CC(=O)N1CCN(c3ccc(F)cc3)CC1)C(=O)CS2 | -20.6% | x | -7.1% | -1.1 | -18.3% | 0.7% | -15.0% | -22.8% | -26.5% |
| O=C(NC1CC1)c1sc2cc([N+](=O)[O-])ccc2c1Cl | -2.5% | -0.7% | -2.5% | -2.8 | -17.5% | -8.3% | -20.0% | 1.4% | -0.5% |
| CCC(=O)N1CCCc2cc(S(=O)(=O)N3CCC(C(=O)NC4CCCCC4)CC3)ccc21 | 1.0% | x | 2.7% | 6.5 | -15.7% | -0.2% | -7.9% | -14.3% | 2.4%[60.1 µM] |
| CCCOc1ccc(C(O)(CCN2CCCCC2)c2ccccc2OC)cc1 (centres undefined) | 24.8% | 40.5%[activator] | -9.8% | 1.9 | 2.8% | -12.8% | 35.7% | -11.0% | -14.3% |
| Cc1ccc(CNC(=O)C2CC(=O)N(CCC(C)C)C2)cc1 (centres undefined) | -1.5% | u | -3.4% | 1.4 | -4.6% | -7.2% | 10.9% | -7.3% | 7.1% |
| CCOC(=O)c1c(Nc2cccc(O)c2)nnc(-c2ccccc2)c1-c1ccccc1 | 15.2% | x | -23.2% | 1.6 | -25.8% | -2.8% | -7.8% | -13.7% | 1.9% |
| COc1ccccc1NC(=O)C(C)OC(=O)CSCC(=O)Nc1cc(C)on1 (centres undefined) | x | 17.2% | x | 1.0 | -19.8% | 8.2% | -1.8% | -8.8% | 7.2% |
| CC1CCc2c(sc(NC(=O)CCCOc3ccccc3)c2C(N)=O)C1 (centres undefined) | -4.6% | x | -2.7% | -4.0 | -13.7% | 9.3% | -13.3% | 0.0% | 7.8% |
| O=C(NCCCN1CCCCCC1)C(c1ccccc1)C1CCCCC1 (centres undefined) | x | 0.8% | -10.2% | x | x | x | u | 3.1% | 5.8%[19.4 µM] |
| O=C(c1cnn2ccccc12)N1CCCc2ccccc21 | 8.1% | 10.1% | -13.7% | -1.1 | -6.3% | 0.3% | 23.0% | -6.2% | 1.8% |
| COC(=O)c1ccc(NC(=S)N2CCN(Cc3ccccc3)CC2)cc1 | 7.6% | -3.4% | u | 1.3 | -10.9% | -5.3% | -24.0% | -17.8% | -19.0% |
| Cc1ccc(Nc2n[nH]c(C)c2[N+](=O)[O-])c(C)c1 | 15.2% | 3.4% | -11.4% | -6.5 | -21.9% | 5.1% | -15.6% | 3.7% | -5.0%[60.1 µM] |
| COc1ccc(NS(=O)(=O)c2ccc3c(c2)NC(=O)CO3)c(OC)c1 | 0.7% | 48.6%[activator] | -4.9% | -0.6 | -15.3% | 1.6% | -11.1% | 1.4% | 3.6% |
| COc1cccc(-c2noc(-c3cccnc3)n2)c1 | 15.6% | -3.7% | -16.0% | -5.8 | -4.0% | 2.3% | -2.9% | -4.1% | 2.6% |
| COc1cccc(-n2c(=O)n(Cc3ccccc3)c(=O)c3[nH]cnc32)c1C | -1.1% | 3.1% | 1.2% | -3.5 | -16.0% | 10.6% | -26.9% | 302.2%[activator] | 10.2% |
| COc1ccc(NC(=O)CSc2nnc(-c3cc(C)[nH]n3)n2N)cc1 | 0.4% | 0.7% | -3.0% | -3.8 | -7.6% | 5.8% | -0.3% | -10.0% | -4.8% |
| O=C(Nc1ccc(CN2CCOCC2)cc1)c1ccco1 | -6.4% | -10.8% | -3.9% | -0.8 | -8.4% | 4.2% | 10.4% | -4.0% | 1.1% |
| O=C(Nc1ccc(S(=O)(=O)Nc2ccccn2)cc1)C(F)(F)F | -1.6% | u | -0.6% | -4.3 | -15.6% | -0.6% | -18.6% | -0.4% | -4.1% |
| O=c1oc2ccccc2c2c1ncn2C1CCCCC1 | -2.6% | -3.3% | -8.0% | -0.5 | -8.4% | -2.9% | -20.5% | -20.1% | -0.9% |
| COC(=O)CCC(=O)Nc1ccc(NC(=O)CCC(=O)OC)cc1 | -8.1% | 13.0% | 7.1% | -2.2 | -12.6% | 7.3% | -2.3% | 138.6%[activator] | -4.2% |
| Cc1n[nH]c(=S)n(/N=C/c2cccc([N+](=O)[O-])c2)c1=O | 33.2% | 0.2% | -4.5% | u | 7.5% | 1.7% | -6.6% | u | -11.9% |
| O=C(CN1CCCCCC1)NN(Cc1ccccc1)c1ccccc1 | 3.3% | 3.0% | -3.1% | -7.1 | -12.2% | 4.3% | -25.6% | -85.5% | -6.1% |
| Cc1nc2ncnn2c(C)c1C/C=C/c1ccccc1 | 11.1% | 1.5% | -7.0% | -8.0 | 0.5% | 23.2% | -17.5% | -13.7% | 2.1% |
| Cc1cccc(CC(=O)Nc2ccon2)c1 | 2.0% | 30.7% | -15.9% | -5.8 | -10.8% | 12.2% | 4.7% | 26.6% | -19.8% |
| Cc1ccc(C(=O)CSc2nnnn2Cc2ccccc2)cc1C | -0.7% | 5.0% | -22.9% | 0.2 | -25.7% | 4.7% | -3.0% | -8.9% | -2.3% |
| N#CCSc1nnc(N)s1 | 3.5% | -0.8% | 0.4% | -8.8 | -14.1% | -2.7% | 16.3% | 7.3% | -9.1% |
| COc1ccc(Cl)cc1NC(=O)CC1S/C(=N/N=C2CCCCCC2)NC1=O (centres undefined) | u | -17.0% | u | -1.8 | -9.8% | -3.4% | -25.9% | u | -10.5% |
| Cc1ccc2c(C)nc(Nc3nc(CSc4nnc(C)s4)cc(=O)[nH]3)nc2c1 | 253.4% | 4.1% | -20.7% | -2.0 | 29.1% | -0.3% | -14.1% | -14.5% | 14.4% |
| COc1cccc(NC(=O)C2CCCN(c3nnc(-n4c(C)ccc4C)s3)C2)c1 (centres undefined) | 45.2% | x | 0.6% | 0.0 | x | 0.9% | 9.3% | -12.2% | -1.0% |
| CCCNC(=O)c1cc(-c2ccco2)on1 | 7.2% | 4.0% | -0.6% | 2.2 | 0.6% | 7.8% | 0.7% | 12.3% | -10.8% |
| O=C(c1ccccc1)c1cccs1 | -3.9% | 16.7% | -12.3% | -0.1 | 0.4% | -3.9% | -9.6% | -0.3% | 2.0% |
| O=C(OCc1c(-c2ccccc2)ncc2ccccc12)c1ccco1 | x | -7.4% | x | -0.8 | -5.4% | 2.6% | 10.7% | -1.5% | 4.7% |
| CN(CC(=O)Nc1ccccc1Br)C(=O)c1cccc(S(=O)(=O)N2CCc3ccccc32)c1 | x | x | x | -5.6 | -10.5% | -0.4% | -2.7% | 200.6%[activator] | -24.3% |
| Cc1cccc(N2CCN(C(=O)CCCCCn3c(=S)[nH]c4ccc(N5CCOCC5)cc4c3=O)CC2)c1C | 39.9%[activator] | -2.1% | -1.6% | 3.0 | -11.7% | -1.2% | -10.8% | -7.1% | 7.2% |
| NCCN1CCN(CCN)CC1 | 13.0% | 16.6% | 8.9% | -0.4 | -17.2% | 1.3% | -25.6% | -1.3% | -1.0% |
| Cc1cccc(C(=O)NCCCNC(=O)c2cccnc2)c1 | -0.9% | 18.1% | -14.4% | -6.1 | -2.8% | -22.7% | 1.9% | -23.1% | -1.5% |

These rows are one share of the data. The share of hits here may be higher or lower than overall.
